M. tuberculosis: growth inhibition of non-replicating M. tuberculosis (AID 488890). Mycobacterium tuberculosis non-replicating, growth inhibition; higher % means a stronger effect. one-dose inhibition, % at 25 µM; IC50 in µM for titrated hits. 0.39% of 320,000 active; in the data active = a potency from the dose series;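 note: plate controls were DMSO cells for no effect and high antibiotic wells for full effect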
M. tuberculosis HTS: M. tuberculosis growth inhibition, HTS (AID 449762) | M. tuberculosis H37Rv growth inhibition, 7H9 media; higher % means a stronger effect | inhibition, % at 25 µM; hits with a dose series show IC50 in µM | 0.59% of 330,000 active; in the data active = a potency from the dose series;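 note: bacterial growth assessed after seven days of incubation; strong numbers were not always called active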
inhibitors of VEEV: inhibitors of VEEV TC-83 cytopathic effect, confirmation, Vero cells (AID 588727). Vero cells, VEEV TC-83 cytopathic effect inhibition; higher % means a stronger effect. inhibition, % at 20 µM, or IC50 in µM where a hit was titrated. 0.13% of 350,000 active; in the data active = a potency from the dose series; note: strong numbers were not always called active
Salmonella PhoP GFP: PhoP regulon inhibitors, Salmonella typhi PhoP promoter GFP reporter, confirmatory (AID 1850); Salmonella Typhi PhoP-promoter GFP reporter, fluorescence, 4 h; higher % means a stronger effect; inhibition, % at 50 µM, or IC50 in µM where a hit was titrated; 0.33% of 310,000 active; in the data active = a potency from the dose series;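 note: 0% = induced wells with vehicle and 100% = uninduced wells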
H1N1 NS1A inhibition: H1N1 influenza NS1A inhibitors, functional cell based assay (AID 504329); NS1A functional cell-based assay, percent inhibition; higher % means a stronger effect; 0.3% of 340,000 active; inhibition, % at 12.5 µM, or IC50 in µM where a hit was titrated; in the data active = a potency from the dose series; note: strong numbers were not always called active
An asterisk follows results filed as active; i = inactive; x = not tested or not shown.

1) COCc1cc(OC(=O)N(C)C)nc(-c2ccccc2)n1
2) CS(=O)(=O)N1CCN=C1SCc1ccc([N+](=O)[O-])cc1
3) Cc1cccc(OCCNC(=O)c2cccc(Oc3ccc(C(F)(F)F)cc3[N+](=O)[O-])c2)c1
4) CC(=O)NC1CC2CCCC(C1)N2C(=O)Nc1cccc(Cl)c1 (stereo unspecified)
5) CC1CCN(C(=O)CS(=O)(=O)Cc2ccccc2)CC1
6) CN1CCN(S(=O)(=O)c2ccc(Cl)c(C(F)(F)F)c2)CC1
7) Cc1ccc(S(=O)(=O)c2cc3ccc(O)cc3oc2=O)cc1C
8) CC1(c2nnc(Cc3ccccc3)o2)CC(c2ccncc2)=NO1 (stereo unspecified)

Compound	1	2	3	4	5	6	7	8
M. tuberculosis	-15.5%	38.7%	-6.7%	x	2.1%	x	69.6%	-3.9%
M. tuberculosis HTS	3.1%	1.4%	7.1%	x	22.6%	x	-0.5%	0.0%
inhibitors of VEEV	i	i	0.8%	0.5%	i	i	0.4%	i
Salmonella PhoP GFP	6.2%	0.0%	0.9%	x	2.9%	x	1.8%	1.4%
H1N1 NS1A inhibition	x	-4.8%	-4.9%	-9.8%	-4.7%	1.1%	-3.5%	-1.0%

Seven records picked at random from those above, as already listed:
7) Cc1ccc(S(=O)(=O)c2cc3ccc(O)cc3oc2=O)cc1C
1) COCc1cc(OC(=O)N(C)C)nc(-c2ccccc2)n1
6) CN1CCN(S(=O)(=O)c2ccc(Cl)c(C(F)(F)F)c2)CC1
5) CC1CCN(C(=O)CS(=O)(=O)Cc2ccccc2)CC1
3) Cc1cccc(OCCNC(=O)c2cccc(Oc3ccc(C(F)(F)F)cc3[N+](=O)[O-])c2)c1
2) CS(=O)(=O)N1CCN=C1SCc1ccc([N+](=O)[O-])cc1
4) CC(=O)NC1CC2CCCC(C1)N2C(=O)Nc1cccc(Cl)c1 (stereo unspecified)

Compound	7	1	6	5	3	2	4
M. tuberculosis	69.6%	-15.5%	x	2.1%	-6.7%	38.7%	x
M. tuberculosis HTS	-0.5%	3.1%	x	22.6%	7.1%	1.4%	x
inhibitors of VEEV	0.4%	i	i	i	0.8%	i	0.5%
Salmonella PhoP GFP	1.8%	6.2%	x	2.9%	0.9%	0.0%	x
H1N1 NS1A inhibition	-3.5%	x	1.1%	-4.7%	-4.9%	-4.8%	-9.8%

Next section:
9) O=c1cc(-c2ccc(F)cc2F)[nH]c2ccccc12
10) CCOc1cc2sc(N3CCC(C(=O)NCCCN4CCCC4=O)CC3)nc2cc1Br
11) COCCn1c(/C=C/c2ccccc2)nc2ccccc21
12) O=C(NCCCNC(=O)c1ccccc1F)c1ccco1
13) COc1ccccc1NC(=O)NS(=O)(=O)c1ccc(C)cc1
14) O=C(CC(NC(=O)c1ccccc1Cl)c1ccccc1)NCCc1ccc(Cl)cc1 (stereo unspecified)
15) CCN1CCN(c2ccc(S(=O)(=O)N3CCOCC3)cc2NC(=O)/C=C/c2cccc(OC)c2OC)CC1
16) Cc1ccc2nc(-c3ccc(NC(=O)CN(C)S(=O)(=O)c4ccccc4)cc3)sc2c1
17) CC(CCc1ccccc1)NC(=O)CN1CCSc2ccccc21 (stereo unspecified)

Compound	9	10	11	12	13	14	15	16	17
M. tuberculosis	0.3%	24.2%	30.4%	0.7%	-13.0%	-10.9%	2.9%	0.5%	24.9%
M. tuberculosis HTS	-2.5%	-0.2%	31.1%	8.6%	10.8%	7.8%	-2.8%	3.3%	4.0%
inhibitors of VEEV	x	4.1%	i	1.5%	0.4%	i	3.3%	x	0.9%
Salmonella PhoP GFP	-35.2%	3.4%	14.1%	2.1%	-16.5%	-6.0%	-2.5%	0.6%	-40.0%
H1N1 NS1A inhibition	x	1.1%	0.5%	4.1%	4.9%	-2.9%	3.1%	x	-4.6%
